# M1AAP inhibition – P. falciparum M1AAP inhibitors, biochemical, fluorogenic H-Leu-NHMec substrate, 1536-well (AID 1445); recombinant M1AAP, H-Leu-NHMec fluorogenic kinetic assay; higher % means a stronger effect; inhibition, % at 30 µM, or IC50 in µM where a hit was titrated; 220,000 tested, 0.42% active;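 active = primary inhibition above the hit cutoff, then over 50% inhibition at one or more dose response concentrations, cut at about 23% in these data, passing the limit was not always enough; inconclusive = conflicting primary data, or primary hits not chosen for dose response; inactive = low primary inhibition, or under 50% at every dose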;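 also: plate controls were DMSO full reaction for no effect and no enzyme background for full effect; strong numbers were not always called active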
# AID2073 – inhibitors of Mint1-CaV2.2 protein interaction, biochemical, HTRF (AID 2073); HTRF protein-protein interaction, Mint1-CaV2.2; higher % means a stronger effect; inhibition, % at 20 µM; hits with a dose series show IC50 in µM; 290,000 tested, 0.19% active; in the data active = inhibition mostly above about 51%, no sharp cut-off; inconclusive = no clear call, values can overlap the other calls; inactive = mostly below about 53%; also: some results filed as inactive read as strong as hits
# Lipid droplet – modulators of hepatic lipid droplet formation; 240,000 tested, 0.4% active; AML12 mouse hepatocytes, oleate lipid droplets, BODIPY imaging; inhibition, % at 6.5 µM;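 active = lipid droplet intensity inhibited by at least 50%, with more than 500 cells counted; inconclusive = wells with under 300 cells, treated as cytotoxic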
#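 Assay system: AML12 mouse liver cells | Compound: 6.5 µM single-point dosing | Schedule: Overnight exposure | Technique: Fluorescence imaging, 20x objective, two fields per well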
# Siah-1 displacement – Siah-1 peptide-binding antagonists, primary screen, biochemical, fluorescence polarization, rhodamine-plectin, uHTS (AID 1817); Siah-1 / rhodamine-plectin peptide fluorescence polarization; higher % means a stronger effect; one-dose displacement, % at 20 µM; IC50 in µM for titrated hits; 290,000 tested, 0.02% active;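 active = displacement of at least 50% at 20 µM, with a fluorescence ratio check between 0.3 and a set limit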;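 also: plate controls were Siah plus tracer with DMSO for no effect and tracer alone without Siah for full effect; strong numbers were not always called active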
# NOD2 inhibition – NOD2 signaling inhibitors, cell-based, luminescence, uHTS, HEK293 (AID 1566); HEK293 NOD2/NF-kB luciferase reporter, luminescence; higher % means a stronger effect; inhibition, % at 4 µM; hits with a dose series show EC50 in µM; 290,000 tested, 0.63% active; also: many of its hits are not listed in these tables
# P. falciparum M17LAP – P. falciparum M17LAP inhibitors, primary screen, biochemical, fluorogenic H-Leu-NHMec substrate, 1536-well (AID 1619) | 220,000 tested, 0.38% active | inhibition, % at 30 µM; hits with a dose series show IC50 in µM | recombinant M17LAP, H-Leu-NHMec fluorogenic kinetic assay; higher % means a stronger effect;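 active = compound inhibiting the enzyme by more than half at any dose during confirmatory dose-response retesting; inconclusive = strong single-dose inhibitors picked by rank but not retested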;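 also: plate controls were full reaction with DMSO carrier for no effect and no enzyme background for full effect; strong numbers were not always called active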
# ER stress rescue – rescue of cells from ER stress-induced death, primary screen, 384-well, CSM14.1, thapsigargin, ATP luminescence (AID 1222); 190,000 tested, under 10 active; one-dose cellular ATP content (survival), % at 20 µM; EC50 in µM for titrated hits; CSM14.1 thapsigargin-induced death rescue, ATP luminescence; higher % means a stronger effect;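 active = EC50 below 50 µM in the dose-response confirmation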;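 also: death triggered by thapsigargin at about 15 µM added after 2 h compound pretreatment; cell ATP read after overnight thapsigargin exposure of roughly 18 to 22 hours; normalized against plate controls of thapsigargin alone and 5% DMSO vehicle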
# XIAP displacement – XIAP antagonists, biochemical, IAP family, fluorescence polarization (AID 1018); XIAP BIR domain, fluorescence polarization peptide displacement; higher % means a stronger effect; 200,000 tested, 0.007% active; displacement, % at 20 µM; hits with a dose series show IC50 in µM; in the data active = displacement above about 50%; also: a part of the inactive calls stands beside numbers as strong as those of hits
# LYP inhibition – inhibitors of LYP phosphatase, biochemical, fluorescence intensity, uHTS (AID 1779). recombinant LYP phosphatase, fluorescence intensity; higher % means a stronger effect. 290,000 tested, 0.054% active. one-dose inhibition, % at 11.5 µM; IC50 in µM for titrated hits;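 also: plate controls were vehicle with enzyme for no effect and no enzyme for full effect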
# Lipid droplet cells 6.5 µM – recorded beside Lipid droplet, whose call it bears; cell count; measured here: cell count, cytotoxicity flag;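 cells counted across two imaged fields per well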
# Numbers without * were called inactive; ? = inconclusive; · = no result given. Rule as the data show it, unless noted: active = inhibition above about 50%; inactive = the rest. A portion of the library. The share of hits here may be higher or lower than overall.
SMILES,M1AAP inhibition,AID2073,Lipid droplet,Lipid droplet cells 6.5 µM,Siah-1 displacement,NOD2 inhibition,P. falciparum M17LAP,ER stress rescue,XIAP displacement,LYP inhibition
N#CCCn1cc(CNCc2ccccc2)c(-c2cccc([N+](=O)[O-])c2)n1,5.2%,-3.3%,0.1,715,11.1%,23.7%,14.2%,-1.6%,-3.0%,-14.0%
CCCOc1ccccc1NC(=O)Nc1ccccc1Cl,1.0%,25.8%,-10.3,649,3.2%,9.6%,-1.3%,0.1%,-5.4%,1.6%
CCn1ncc(C2=NOC(C(=O)NCC(C)C)C2)c1C (stereo unspecified),1.6%,-1.7%,1.7,712,2.0%,14.5%,8.4%,-0.6%,1.8%,-8.5%
COc1cccc(/C=N/NC(=O)CSc2ccccc2C)c1O,-14.9%,20.9%,5.4,633,4.7%,-30.3%,7.5%,-3.2%,0.1%,-5.6%
Cc1ccc(N2CCN(C(=O)N3CCOCC3)CC2)c(C)c1,4.2%,-2.2%,5.4,718,0.4%,4.7%,5.9%,-1.1%,-1.9%,1.6%
Cc1csc(SCC(=O)NC(=O)NC(C)(C)C)n1,-2.1%,12.9%,7.3,712,3.2%,5.4%,4.5%,-1.2%,-7.8%,-6.6%
Cc1cc(S(=O)(=O)Nc2noc3ccccc23)ccc1F,·,6.2%,9.6,409,3.4%,15.6%,·,·,·,-6.7%
CCOC(=O)N1CCC(c2nc3ccccc3[nH]2)CC1,0.8%,-12.4%,7.7,794,2.4%,2.3%,18.4%,-0.5%,-3.3%,-4.3%
NNc1nc2c(Cl)cccc2s1,2.0%,-24.1%,9.8,643,34.3%,-18.0%,6.8%,3.6%,-0.6%,-2.9%
CCN(CCCNS(=O)(=O)c1cc(-c2cc(C)no2)ccc1C)Cc1ccccc1,·,-6.0%,-3.9,725,1.7%,18.0%,·,·,·,-8.8%
CCCS(=O)(=O)c1nc(S(=O)(=O)c2ccc(C)cc2)c(N2CCN(C)CC2)s1,·,2.6%,-0.6,753,0.7%,10.8%,·,·,·,-8.6%
Cc1nnsc1S(=O)c1ccc(F)cc1 (stereo unspecified),·,7.7%,·,·,-5.1%,16.7%,·,·,·,-8.6%
O=C(Nc1cccc(-c2cn3c(n2)SCC3)c1)c1ccc2c(c1)OCO2,7.9%,22.9%,14.1,681,0.0%,-5.3%,-1.8%,-1.6%,-4.8%,-4.1%
CCCOC(=O)c1ccc(NC(=O)CCOc2ccccc2)cc1,-13.5%,-0.3%,52.2*,750*,0.9%,-1.7%,24.9%,2.7%,-6.7%,-1.5%
O=C(Nc1c2c(nc3ccccc13)CCCC2)c1cccc([N+](=O)[O-])c1,-4.0%,16.2%,3.7,667,1.5%,8.3%,2.4%,3.3%,-0.7%,-6.5%
Cc1ccc(S(=O)(=O)c2c(N)n(/N=C/c3ccco3)c3nc4ccccc4nc23)cc1C,9.1%,12.5%,·,·,2.5%,9.6%,-14.8%,-1.6%,-15.6%,-5.8%
COc1ccc(C2=NN(c3ccc(C=O)cc3)C(c3ccccc3)C2)cc1 (stereo unspecified),·,46.1%,-2.8,738,3.8%,11.7%,·,·,·,-5.0%
COC(=O)c1nn(-c2nc(-c3cccc(OC)c3)cc(C(F)(F)F)n2)cc1[N+](=O)[O-],0.3%,4.5%,20.5,756,-1.3%,12.9%,2.6%,-0.7%,-8.6%,-7.1%
COc1ccc(C(CC(=O)Nc2cc([N+](=O)[O-])ccc2OC)c2ccccc2)cc1 (stereo unspecified),0.1%,4.1%,-36.7,637,-1.6%,0.5%,-4.7%,4.3%,-3.0%,9.8%
CCN(CC)CCN(C(=O)CCS(=O)(=O)c1ccccc1)c1nc2cc3c(cc2s1)OCO3,·,-8.0%,-1.9,855,8.1%,0.2%,·,·,·,-3.8%

# Of the compounds above, these have a Cl atom.
SMILES,M1AAP inhibition,AID2073,Lipid droplet,Lipid droplet cells 6.5 µM,Siah-1 displacement,NOD2 inhibition,P. falciparum M17LAP,ER stress rescue,XIAP displacement,LYP inhibition
CCCOc1ccccc1NC(=O)Nc1ccccc1Cl,1.0%,25.8%,-10.3,649,3.2%,9.6%,-1.3%,0.1%,-5.4%,1.6%
NNc1nc2c(Cl)cccc2s1,2.0%,-24.1%,9.8,643,34.3%,-18.0%,6.8%,3.6%,-0.6%,-2.9%

# Carrying on:
SMILES,M1AAP inhibition,AID2073,Lipid droplet,Lipid droplet cells 6.5 µM,Siah-1 displacement,NOD2 inhibition,P. falciparum M17LAP,ER stress rescue,XIAP displacement,LYP inhibition
O=C(NCCc1ccccc1)C(c1ccccc1F)N(C(=O)c1csnn1)C1CC1 (stereo unspecified),·,-3.0%,-12.0,833,8.3%,6.9%,·,·,·,-8.8%
CC(=O)c1c(C)oc2ccc(NS(=O)(=O)c3cccs3)cc12,13.7%,1.7%,-12.5,721,2.2%,19.7%,20.1%,0.0%,-2.8%,-6.9%
O=C(NCCN1CCCC1)C(c1ccccc1)c1ccccc1,·,12.2%,-17.4,794,-3.7%,-60.9%,·,·,·,-6.9%
COCCn1c(C)cc(C(=O)CN2CCCCC2)c1C,2.2%,-0.5%,6.6,698,0.3%,-8.5%,4.4%,-0.5%,-7.8%,-3.2%
CCOC(=O)C1=C(CS(=O)(=O)c2ccccc2)NC(=O)NC1c1cc(OC)c(O)c(OC)c1 (stereo unspecified),·,27.1%,-10.6,742,3.9%,10.5%,·,·,·,-9.1%
Cc1nn(C)c(Cl)c1CN1CCN(CCC(C)C)C(CCO)C1 (stereo unspecified),6.0%,-8.3%,-6.8,687,5.0%,-2.5%,12.0%,·,·,-5.9%
Cc1c(Cl)cccc1NC(=O)CSc1nncn1-c1cccnc1,·,5.7%,2.0,726,6.6%,20.5%,·,·,·,-9.6%
COc1ccc(NC(=O)c2cc(-c3ccc4c(c3)OCO4)on2)cc1,·,23.6%,0.2,788,5.7%,-32.3%,·,·,·,-8.9%
Nc1nc(O)c(CC(=O)O)s1,-0.2%,64.4%,1.4,757,-2.1%,21.1%,9.0%,·,·,-11.2%
CCN(CC)CCn1c(NCc2ccc(OC)cc2)nc2ccccc21,2.7%,0.2%,-0.8,666,-0.2%,3.2%,3.5%,2.5%,-7.0%,0.6%

# Two entries picked at random from the list so far, as already listed:
SMILES,M1AAP inhibition,AID2073,Lipid droplet,Lipid droplet cells 6.5 µM,Siah-1 displacement,NOD2 inhibition,P. falciparum M17LAP,ER stress rescue,XIAP displacement,LYP inhibition
COCCn1c(C)cc(C(=O)CN2CCCCC2)c1C,2.2%,-0.5%,6.6,698,0.3%,-8.5%,4.4%,-0.5%,-7.8%,-3.2%
COc1ccc(NC(=O)c2cc(-c3ccc4c(c3)OCO4)on2)cc1,·,23.6%,0.2,788,5.7%,-32.3%,·,·,·,-8.9%

# (listing goes on)
SMILES,M1AAP inhibition,AID2073,Lipid droplet,Lipid droplet cells 6.5 µM,Siah-1 displacement,NOD2 inhibition,P. falciparum M17LAP,ER stress rescue,XIAP displacement,LYP inhibition
Cc1[nH]c(=O)[nH]c1C(=O)CCCCC(=O)O,-1.2%,-0.3%,7.5,696,9.2%,5.1%,0.3%,0.0%,-1.9%,-4.7%
COCCNC(=O)c1ccc(CS(=O)(=O)c2c(Cl)cccc2Cl)o1,-10.5%,?,-2.8,704,4.9%,5.2%,1.0%,0.2%,-75.6%,-4.9%
CCOC(=O)N1CCC(NC(=O)C2CCN(C(=O)N3CC(C)Oc4ccccc43)CC2)CC1 (stereo unspecified),12.9%,22.9%,·,·,1.3%,19.1%,13.4%,-0.4%,-13.2%,1.9%
CCOCC(=O)Nc1cc(C(=O)NCCC(C)C)ccc1Cl,0.1%,12.4%,23.6,739,0.3%,-22.5%,7.3%,-1.7%,-6.7%,2.1%
O=C(CCN1C(=O)C2C3C=CC(C3)C2C1=O)Nc1ccc2ncccc2c1 (stereo unspecified),12.6%,23.5%,·,·,-0.9%,3.4%,2.0%,-0.8%,-3.2%,-2.7%
CC(C)CC1CC(=O)OC1(C)C(=O)CSc1nc2ccccc2s1 (stereo unspecified),-0.4%,-10.9%,·,·,1.2%,0.8%,5.6%,2.3%,1.0%,3.9%
CCN1CCN(C(=O)CN2C(=O)COc3ccc(C)cc32)CC1,·,10.9%,3.2,789,6.5%,1.7%,·,·,·,-6.6%
COc1ccc(C2CC(C(F)(F)F)n3ncc(C(=O)O)c3N2)cc1OC (stereo unspecified),-5.0%,-0.9%,·,·,0.1%,12.8%,-4.5%,-1.8%,-7.4%,-10.2%
Cc1ccc(S(=O)(=O)NC2c3cccc4cccc(c34)C2Sc2nncn2C)cc1 (stereo unspecified),3.8%,4.4%,-0.8,634,-6.2%,1.6%,9.0%,17.9%,-6.0%,-2.8%
COc1ccc(C(=O)N/N=C2/SCC(=O)N2Cc2ccc3c(c2)OCO3)cc1OC,4.0%,14.3%,·,·,2.4%,9.0%,6.4%,2.1%,3.3%,-4.1%
O=C(Cc1cccs1)NCc1ccc(Cl)cc1Cl,·,12.3%,-2.3,836,-0.4%,-29.8%,·,·,·,-5.3%
C/C(=N/NS(=O)(=O)c1cccc([N+](=O)[O-])c1)c1ccncc1,·,-6.0%,-1.7,710,7.4%,-2.1%,·,·,·,-9.0%
C#CCN1C(=O)S/C(=C\c2cc3c(cc2OC)OCO3)C1=O,·,8.5%,-1.4,827,13.7%,-0.6%,·,·,·,-3.7%
NS(=O)(=O)CCCc1ccccc1,·,-1.5%,1.2,788,-1.8%,-8.9%,·,·,·,-12.0%
Cn1c(=O)oc2cc(S(=O)(=O)Nc3cccc([N+](=O)[O-])c3)ccc21,·,7.7%,-3.5,687,-1.1%,5.8%,·,·,·,-9.2%
COc1ccc(NC(=O)CCN2C(=O)c3ccncc3C2=O)cc1OC,4.0%,14.7%,-6.9,659,4.4%,11.5%,0.4%,·,·,-4.1%
COc1ccccc1N1CC(C(=O)Nc2nnc(SCC(=O)NCC3CCCO3)s2)CC1=O (stereo unspecified),·,-4.9%,-7.3,645,-4.5%,-17.2%,·,·,·,-5.9%
Cc1onc(-c2ccccc2)c1C(=O)N1CCCc2ccccc21,7.5%,2.9%,·,·,5.5%,-8.3%,6.1%,-0.5%,-2.2%,-5.2%
C/C(=N\NC(=O)c1nnn(-c2nonc2N)c1C)c1ccc(-c2ccccc2)cc1,·,35.3%,15.3,877,-2.5%,-11.7%,·,·,·,-1.0%

# An excerpt from above, reduced to M1AAP inhibition, XIAP displacement and Siah-1 displacement:
Structure,M1AAP inhibition,XIAP displacement,Siah-1 displacement
NS(=O)(=O)CCCc1ccccc1,·,·,-1.8%
Cc1onc(-c2ccccc2)c1C(=O)N1CCCc2ccccc21,7.5%,-2.2%,5.5%
